High-throughput results as filed in PubChem BioAssay.
LDHA inh – qHTS assay for inhibitors of human lactate dehydrogenase. L-lactate dehydrogenase A chain (Homo sapiens), P00338. purified LDHA, NADH/diaphorase-resazurin fluorescence; active compounds read low. activity change, % (values are at about 110 or 230 µM). hit rate 0.15% among 480,000. AID 1347041, 2019; in the data active = activity change below about -30%;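 also: plate controls were DMSO wells for no effect and wells without enzyme for full effect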
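Human LDH5 (2 nM) was incubated with 0.06 mM NADH and 0.2 mM pyruvate for 5 min at room temperature in Tris pH 7.4. Remaining NADH was coupled through diaphorase/resazurin, and resorufin fluorescence was read at 0 and 20 min.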
The depositor's hits bear a star. Some of the compounds tested; rates above refer to the full screens.

SMILES	LDHA inh
COc1cc(-n2ccc3c(nnc4c(-c5cccc(Cl)c5)c(C)nn43)c2=O)cc(OC)c1OC	4
C=CCNC(=O)c1cc(-c2ccc3ccccc3n2)nc2ccccc12	1
O=C(CCc1c[nH]c2ccccc12)NCC(F)(F)F	1
O=C(CC(Nc1cc(C(F)(F)F)ccc1Cl)C(=O)O)c1ccccc1 (centres undefined)	10
Cc1cccc(-c2c(C(N)=O)c(C)nc3sc4c(c23)CCCC4)c1	18
CSc1nccc(-c2ccc(C)c(C)c2)n1	-17
CCCCCCNC(=O)c1ccc(Nc2ccc(-c3ccc(C)cc3)nn2)cc1	-11
COc1ccc2cc(S(=O)(=O)N3CCN(C(c4ccccc4)c4ccccc4)CC3)ccc2c1	-9
COC(=O)C(C)Oc1ccc2c(=O)c(Oc3ccccc3Br)coc2c1 (centres undefined)	1
COc1cc(OC)c(NS(=O)(=O)c2cc(C(=O)N3CCC3)ccc2C)cc1Cl	-17
O=C(Cn1ccn2nc(-c3ccc4c(c3)OCO4)cc2c1=O)NCc1ccc(Cl)cc1	0
CC(C)(C)CC(C)(C)NC(=O)CCNC(=O)c1ccccc1	-9
COc1ccc(Cn2c(C)c3c(=O)n(-c4ccc(Cl)cc4)[nH]c3cc2=O)cc1	17
CC1=C(C(=O)Nc2ccccc2)C(c2ccc(F)cc2)N2C(=O)CSC2=N1 (centres undefined)	3
Cn1cc([C@]2(O)C(=O)Nc3ccc(Br)cc32)c2ccccc21	-3

Sorted by formula weight (smallest number first): some entries from above
SMILES	LDHA inh
O=C(CCc1c[nH]c2ccccc12)NCC(F)(F)F	1
Cc1cccc(-c2c(C(N)=O)c(C)nc3sc4c(c23)CCCC4)c1	18
C=CCNC(=O)c1cc(-c2ccc3ccccc3n2)nc2ccccc12	1
COc1ccc(Cn2c(C)c3c(=O)n(-c4ccc(Cl)cc4)[nH]c3cc2=O)cc1	17
COC(=O)C(C)Oc1ccc2c(=O)c(Oc3ccccc3Br)coc2c1 (centres undefined)	1
COc1cc(OC)c(NS(=O)(=O)c2cc(C(=O)N3CCC3)ccc2C)cc1Cl	-17
COc1cc(-n2ccc3c(nnc4c(-c5cccc(Cl)c5)c(C)nn43)c2=O)cc(OC)c1OC	4

Continuation:
SMILES	LDHA inh
C=CCNC(=O)/C=C/c1cnc2ccccc2n1	2
COc1ccc2oc(-c3ccc(NC(=O)CC45CC6CC(CC(C6)C4)C5)cc3)nc2c1	-6
Cc1nn(CN2CCN(S(=O)(=O)c3cccc(Cl)c3Cl)CC2)c(=O)c2ccccc12	-5
CCOC(=O)c1c(C)c(C)n(Cc2cccs2)c1NC(=O)CN(CC)CC(=O)NC(C)(C)C	9
CC(C)C(NC(=O)c1ccc(C23CC4CC(CC(C4)C2)C3)cc1)C(=O)O (centres undefined)	3
Cc1ccc(Cl)cc1NC(=O)c1nc2ccccc2nc1N1CCN(C)CC1	9
O=C(Nc1cccc(C(F)(F)F)c1)C1C2C3CCC(C3)C12 (centres undefined)	0
O=C(CCc1ncc(-c2ccc(F)cc2F)o1)Nc1ccc2c(c1)C(=O)NC2	-2
NCCCOCC(F)(F)F	-11
COC(=O)[C@]12CCCCC=C1N(CCc1ccc(OC)c(OC)c1)C(=O)[C@H](CC(=O)N1CCOCC1)C2	-4
N#CC1=C(N)Oc2c(c(=O)[nH]c3ccccc23)C1c1ccccc1 (centres undefined)	-3
COc1ccc2nc(-n3ncc4c3NC(=O)CC4c3ccc(O)c(OC)c3)sc2c1 (centres undefined)	9
CCCC(C)NC(=O)CSc1nc2cc(Cl)ccc2s1 (centres undefined)	-7
CCc1ccccc1NC(=O)Cn1c(=O)n(Cc2cccc(Cl)c2)c(=O)c2ccccc21	4
N#Cc1cccc(CSc2nnc(N3CCCC3)n2-c2cccc(Cl)c2)c1	-1
O=C(CSCc1nc2sc3c(c2c(=O)[nH]1)CCC3)NCc1ccc(C(F)(F)F)cc1	7
CCOc1cc2c(cc1NC(=O)c1ccc(SC)cc1OC)OC(C)C2 (centres undefined)	-3
O=C(O)c1cnc(/C=C/c2csc(-c3ccccn3)n2)s1	-3
COc1ccc(/C=C/c2nc3cc(C)c(C)cc3s2)c(OC)c1OC	4
CC(NC(=O)c1ccnc(N(C)C)c1)c1ccc2c(c1)CCC(=O)N2 (centres undefined)	0
CCCN(C)c1ccc(/C=N/NC(=S)Nc2ccc(C)cc2)cc1	1
CCc1ccc2oc(C(=O)Nc3ccccc3Cl)cc(=O)c2c1	-7
Cc1ccccc1-n1ncc2c1NC(=O)CC21C(=O)Nc2cccc(Cl)c21 (centres undefined)	0
O=C(NC1CCCCC1)C(c1ccccc1)n1c(=O)c(-c2ccco2)nc2ccccc21 (centres undefined)	1
COc1ccccc1-n1cnnc1SCC(=O)NC(C)c1cccc2ccccc12 (centres undefined)	-2
CNC(=O)CN(C)S(=O)(=O)N1CCCC(C)C1 (centres undefined)	10
Cc1cc(C(=O)CSc2nnc(COc3ccc(Cl)cc3)n2C)c(C)n1CC(F)(F)F	-7
CCCCC(=O)Nc1ccc(-c2cn3ccc(C)nc3n2)cc1	-2
Cc1cc(=O)oc2cc(OCC(=O)Oc3ccccc3)ccc12	7
CC(C)c1ccc(OCCCCN2CCCC2)cc1	2
CC(C)(C)NC(=O)NC(=O)COc1ccc2ccc(=O)oc2c1	-6
COc1ccc(CS(=O)(=O)C(C)C(=O)N(C)Cc2ccccc2)cc1F (centres undefined)	-18
Cc1cc(C)c(/C=C/C(=O)c2cccnc2)cc1C	11
CC(C(=O)NC1CC1)N1CCN(Cc2cccc3cccnc23)CC1 (centres undefined)	5
CCCCc1ccc(NN)c(I)c1	4
Cc1cc2oc(=O)cc(CSc3nncn3C)c2cc1C(C)C	1
Cc1cc(NC(=O)C(=O)c2c[nH]c3ccc(F)cc23)no1	-8
Cc1ccc(C)c(NC(=O)CC(C)(C(=O)O)c2ccccc2)c1 (centres undefined)	11
CCOC(=O)c1sc2nc(CC(=O)OC)nc(Nc3ccc(C(F)(F)F)cc3)c2c1C	5
COc1ccc(CCC(=O)N(CC#N)C2CC2)cc1	0
CCCCOCCCNC(=O)c1cc(=O)c2ccccc2o1	0
CCCc1c(C)nc(Nc2nc(C)c3cccc(OCC)c3n2)[nH]c1=O	18
CCCNC(=O)NC(=O)CSc1nc2ccccc2o1	4
Cc1cc(O)c(-c2cc(C(=O)Nc3cccc(C(F)(F)F)c3)[nH]n2)cc1C	1
O=C(Nc1ccc(C(F)(F)F)cc1)C1CCN(/C=C/C(=O)C(F)(F)F)CC1	3
COc1ccc(Nc2nc(N)c(C(=O)c3ccc(Cl)cc3)s2)cc1	1
COc1ccc(-c2c(C)oc3cc(OCC(=O)OC(C)(C)C)ccc3c2=O)cc1	7
Cc1ccccc1/C=C1\Oc2cc(OS(C)(=O)=O)ccc2C1=O	0
COC(=O)[C@]12CCCCC=C1N(Cc1ccccc1)C(=O)[C@H](CC(=O)NCCC(C)C)C2	-1
Cc1nc(Nc2nc(CCC(C)C)cc(=O)[nH]2)nc2c(C)cccc12	7
Cc1ccc2c(CN(C)CCOc3ccc(F)cc3)cc(=O)oc2c1	-33*
O=C(NC1CCCCC1)c1cc(Sc2cccc(Cl)c2)nc2ccccc12	12
CCCNC(=O)c1ccc2[nH]c3c(c2c1)CCCC3	3
Cc1oc(-c2ccccc2)nc1CC(=O)NCCC(=O)N1CCCC1	0
O=C(O)c1ccccc1I	-3
Cc1cc(OCC(=O)Nc2nc3ccccc3[nH]2)c2c(C)cc(=O)oc2c1	-12
O=C(N/N=C/c1cc(Br)cs1)c1cccc(Br)c1	9
CCOC(=O)C(C)Oc1ccc2c(=O)c(Oc3ccccc3OCC)coc2c1 (centres undefined)	8
S=C(NCCc1ccccc1)Nc1ccc(NC(=S)NCCc2ccccc2)c(Cl)c1	-1
COc1ccc(NC(=O)C(C2CC2)n2c(=O)c(-c3cc4ccccc4[nH]3)nc3ccccc32)cc1 (centres undefined)	2

Continued:
SMILES	LDHA inh
O=C(CCc1c[nH]c2ccccc12)Nc1cccc(Cl)c1F	11
Cc1noc2nc(C3CC3)cc(C(=O)NCc3ccc4c(c3)OCCO4)c12	-3
Cc1nc2ccc(Cl)cc2cc1C(=O)NC(C)C	13
Cc1ccc(C)c(Nc2nc(N3CCOCC3)nc3nccnc23)c1	0
CCOc1ccc(NC(=O)c2nn(Cc3ccccc3)c(=O)c3ccccc23)cc1OC	11
CC(Sc1n[nH]c(=O)n1C1CC1)C(=O)c1ccc(F)cc1 (centres undefined)	15
Fc1cccc(NC(=S)NCCCCc2ccccc2)c1	1
Cc1ccc(C)c(N2CCN(C(=O)C3CCN(c4nnc(-n5c(C)ccc5C)s4)CC3)CC2)c1	-7
CCCN1CCN(C(=O)c2ccc(-n3nc(C)c(-c4ccccc4)c3NC(C)=O)cc2)CC1	-14
Clc1ccc(N/N=C/c2cccc3ccccc23)cc1Cl	3
Cc1ccc(Sc2ccc(NC(=O)c3cccc4ccccc34)cc2)c(C)c1	6
O=C(CCc1nc2sc3c(c2c(=O)[nH]1)CCC3)NCc1cccc(C(F)(F)F)c1	2
CCCCCNC(=O)C(C#N)c1nc2ccccc2nc1OC(C)C (centres undefined)	5
COc1ccc(C)cc1NC(=O)c1cnc(N2CCCCC2)c2ccccc12	12
Cc1cc(-c2ccc(N=Cc3cccc(Cl)c3)c(C)c2)ccc1N=Cc1cccc(Cl)c1	8

An excerpt from above in order of the LDHA inh value, largest number first.
Structure	LDHA inh
CC(Sc1n[nH]c(=O)n1C1CC1)C(=O)c1ccc(F)cc1 (centres undefined)	15
CCOc1ccc(NC(=O)c2nn(Cc3ccccc3)c(=O)c3ccccc23)cc1OC	11
Cc1ccc(Sc2ccc(NC(=O)c3cccc4ccccc34)cc2)c(C)c1	6
Fc1cccc(NC(=S)NCCCCc2ccccc2)c1	1
Cc1ccc(C)c(N2CCN(C(=O)C3CCN(c4nnc(-n5c(C)ccc5C)s4)CC3)CC2)c1	-7
CCCN1CCN(C(=O)c2ccc(-n3nc(C)c(-c4ccccc4)c3NC(C)=O)cc2)CC1	-14

An excerpt of these results, in markdown.
| Compound | LDHA inh |
| --- | --- |
| CCCCCNC(=O)C(C#N)c1nc2ccccc2nc1OC(C)C (centres undefined) | 5 |
| Clc1ccc(N/N=C/c2cccc3ccccc23)cc1Cl | 3 |

(continued)
SMILES	LDHA inh
COc1ccc(CCC(=O)O)cc1Br	-1
O=C(NC1CC1)C1CCCN1S(=O)(=O)c1ccc(Br)s1 (centres undefined)	0
CCCCCc1c(C)nc(Nc2nc(C)c3cc(C)ccc3n2)[nH]c1=O	-9
CC(=O)c1ccc(OCCCC(=O)OCC(=O)c2ccc3c(c2)OCCO3)cc1	2
Cn1nc(C(C)(C)C)cc1NC(=O)c1ccc(Cl)c(Cl)c1	6
Cn1c(-c2ccccc2)csc1=N	-49*
CC(C)c1nc2cc(NC(=O)CNC(=O)c3ccco3)ccc2o1	6
COc1cc(-c2nnc(-c3cccc4ccccc34)o2)cc(OC)c1OC	12
CCCCCNC(=O)C(c1ccnc2ccccc12)n1c(=O)c(-c2ccccc2)nc2ccccc21 (centres undefined)	6
COc1ccc(-c2oc3c(c2C(=O)OCCCO)C(OCCCCCO)CCC3)cc1 (centres undefined)	2
Cc1cccc(CNC(=O)CCCNC(=O)C(C)(C)C)c1	5
CC(C)(C)C(=O)N1N=C(c2ccsc2)CC1c1ccc2nccnc2c1 (centres undefined)	8
CC1CCCN(C(=O)CSc2nnc(-c3cccs3)n2N)C1 (centres undefined)	-1
COC(=O)[C@]12CCCCC=C1N(Cc1ccco1)C(=O)[C@H](CC(=O)N1CCSCC1)C2	2
Cc1[nH]c2ccccc2c1C(=O)COc1cccc2ccccc12	8
O=C(OCC(=O)N1CCNC1=O)c1csc(NCc2ccccc2)n1	-1
O=C(c1cccc(F)c1)N(Cc1cccs1)C1CC1	12
CC(CNC(=O)Nc1ccc(C(F)(F)F)cc1)CN1CCN(C)CC1 (centres undefined)	1
CCCCOCCCNC(=O)C[C@@H]1C[C@@]2(C(=O)OC)CCCCC=C2N(Cc2ccc(Cl)cc2Cl)C1=O	1
Clc1cccc(-c2noc(-c3ccc[nH]3)n2)c1	-22
Cc1oc(-c2ccccc2)nc1CC(=O)N1CCNC(=O)C1	4
CN1CCc2c(C#N)c(NCc3ccccn3)n3cnnc3c2C1	-7
O=C(N/N=C/c1cccnc1)C1CC1	4
Cc1ccc(OCCN(C)C(=O)c2cc(=O)[nH]c3ccccc23)cc1	5
CCCNC(=S)Nc1ccc(Cl)c(Cl)c1	-2
COc1ccc(CNC(=O)c2cc(Cl)ccc2NC(=O)C2=C(C)OCCS2)cc1	-5
CCOc1ccc2c(C)c(-c3ccccc3)c(=O)oc2c1	4
CCN1CCN(c2nc(-c3ccccc3)nc3cc(OC)c(OC)cc23)CC1	9
CCCN1CCN(C(=O)c2oc3ccccc3c2NC(=O)c2ccccc2OCC)CC1	7
O=C1CSc2ccc(C(=O)OCc3cc(-c4ccc(Cl)cc4)no3)cc2N1	-7
CCOC(=O)c1cnc(SCc2nc(-c3ccc(Cl)cc3)oc2C)nc1N	11
Cc1c(C(=O)N2CCOC(C)C2)cnn1-c1cccc(Cl)c1 (centres undefined)	7
CCOC(=O)c1c(C)c(-c2ccccc2)n(CC(=O)Nc2cccc(SC)c2)c1C	2
COc1ccc(-c2cc(C(=O)N3CCN(CC(=O)N(C)C)CC3)c3ccccc3n2)cc1	0
O=C(Cn1c(=O)c(CCC(=O)NC2CC2)nc2ccccc21)Nc1cccc(C(F)(F)F)c1	8
Cc1cccc(NS(=O)(=O)c2cccc(C(=O)OCC(=O)c3ccc[nH]3)c2)c1	4
OCCCCSc1ccc(O)cc1	2
CCN1CCC(NC(=O)CC23CC4CC(CC(C4)C2)C3)CC1	1
C/C(CC1CC2=C(CC1(C)C)C(C)(C)CCC2)=N\O (centres undefined)	10
Cc1ccc(/C=C/S(=O)(=O)NCC(=O)OCC(=O)c2c(C)[nH]c3ccccc23)cc1	0
Cc1cc(C=O)cc(C)c1O	5
